Nrf2 block = Nrf2 pathway inhibition | Potency, µM (doses to about 46 µM), for the others: top-dose activity change, negative = inhibition, actives largely listed as inhibitors | A549 ARE-Fluc reporter, luciferase luminescence, 18-24 h | actives 2.1% (n = 360,000); note: potency is the fitted concentration of half-maximal effect; % is set by controls: 0 for no effect and ±100 for the full control effect; nearly all actives have a fitted effect of over 60% in size
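A549 ARE_Fluc cells, 5000/well, 5% FBS OPTI-MEM; compounds in dose-response, 18-24 h at 37 °C/5% CO2; CellTiter-Fluor viability read (Ex 405/Em 525), then BugLite luciferase luminescence = Nrf2 activity.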
pAkt inh = Akt phosphorylation inhibition | Neuro2A IGF-stimulated pAkt S473 HTRF, 20 min; stronger effect = lower value | activity change, % for hits at 50 µM | actives 0.32% (n = 360,000); in the data active = activity change below about -80%; inconclusive = mostly about -51% to -80%; note: % is set by controls: 0 for no effect and ±100 for the full control effect
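Neuro2A cells in DMEM with 0.5% FBS, overnight at 37 deg C, given compound at single 50 µM final, then IGF (6 nM final) for 20 min at 37 deg C. Lysed; phospho-Akt Ser473 by HTRF after 24 h, 665/615 ratio.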
CCT chaperon mod = cytosolic chaperonin activity modulation | AID 651819 | purified chaperonin ATPase assay, HTRF ADP detection, 30 min | actives 0.3% (n = 360,000) | activity change, % (no concentration beside the values), hits read low; in the data active = activity change below about -30%; note: % is set by controls: 0 for no effect and ±100 for the full control effect
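First, chaperonin was dispensed at 40 nM or 20 nM final depending on batch activity. Next, compounds were pinned at 76 uM and ATP added at 10 uM. After 30 min at 37 °C, ADP detection reagents ran 30 min at ambient temperature.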
TGFb inhibitor = inhibitors of TGF-b signaling. HepG2 CAGA-GFP TGF-b/SMAD3 reporter, GFP fluorescence, 18 h; TGF-beta stimulated, 500 pg/mL final. Potency, µM (titrated, usually from 46.1 µM), for the others: top-dose activity, negative = inhibition, usual class: inhibitors. actives 1.2% (n = 410,000). AID 588855; note: potency is the fitted concentration of half-maximal effect; % is set by controls: 0 for no effect and ±100 for the full control effect; nearly all actives have a fitted effect of over 65% in size
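Read-out: total well GFP (ex488/em500-530) summed from mean per-cell fluorescence. Cells: HEPG2 CAGA-GFP, 1% FBS DMEM, 18 h at 37 degrees C with 500 pg/mL final TGF-beta. Unstimulated wells served as the full-inhibition control; stimulated DMSO wells = 0%.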
A549 viability = A549 cytotoxicity, counter-screen for Nrf2 inhibitors; A549 ARE-Fluc cells, CellTiter-Fluor viability, 18-24 h; Potency, µM (doses to about 46 µM), without a hit: top-dose activity change, negative = cytotoxicity, hits mostly inhibitors; actives 0.16% (n = 390,000); AID 504648; note: potency is the fitted concentration of half-maximal effect; % is set by controls: 0 for no effect and ±100 for the full control effect
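A549 ARE-Fluc cells in 5% FBS OPTI-MEM, 5000 cells/well, rested 2 h then exposed to compounds in concentration-response for 18-24 h at 37 °C. Viability by CellTiter-Fluor fluorescence (Ex 405/Em 525) after 30 min; luciferase luminescence (BugLite, 15 min, RT) read afterwards.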
HepG2 tox = HepG2 cytotoxicity, counter-screen for TGF-b inhibitors | AID 588856 | actives 0.76% (n = 410,000) | HepG2 CAGA-GFP viability, ATP luminescence, 18 h | Potency, µM (titrated, usually from 46.1 µM), for the others: at the highest dose activity change, negative = cytotoxicity, actives largely listed as cytotoxic; note: potency is the fitted concentration of half-maximal effect; some results filed as inactive show a strong effect at the top dose
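HepG2 CAGA-GFP cells (1000/well, DMEM with 1% FBS) received compound, then TGF-beta at 500 pg/mL final, and were incubated 18 hours at 37 degrees C. Viability was read by CellTiter-Glo luminescence. Media-only wells were set as complete cell-killing and DMSO as no toxicity.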
Abeta rescue = compounds reversing amyloid beta toxicity in yeast; actives 0.063% (n = 410,000); yeast expressing A-beta42, growth rescue, OD600, 48 h; response scale: 0% DMSO, 100% iron-clioquinol control; Potency, µM (series often up to 46.1 µM), for inactives: at the highest dose growth rescue, hits mostly activators; note: potency is the fitted concentration of half-maximal effect; nearly all actives have a fitted effect of over 55% in size
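Yeast A-beta toxicity model in growth medium with pinned compounds, 48 h at 30 C; growth read as absorbance at 600 nm. Normalized to FeCl3/clioquinol equimolar mix (positive) and DMSO (negative).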
Mm-Cpn inhibitor = inhibitors of Methanococcus maripaludis chaperonin (MmCpn); purified Mm-Cpn ATPase, ADP Transcreener TR-FRET; Potency, µM (titrated, usually from 76.9 µM), for inactives: at the top dose activity, negative = inhibition, usual class: inhibitors; actives 0.031% (n = 330,000); note: potency is the fitted concentration of half-maximal effect; % is set by controls: 0 for no effect and ±100 for the full control effect; nearly all actives have a fitted effect of over 80% in size
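ATPase read-out: TR-FRET ADP immunoassay (anti-ADP Eu cryptate vs ADP-d2), ex 320 nm, em 590/665 nm; signal drops as ADP forms. Enzyme 25 nM, ATP 10 uM, 30 min at 37°C after 10 min compound preincubation.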
Nrf2 ARE act = activates Nrf2 signaling | AREc32 ARE-luciferase reporter (MCF7-derived line), luminescence, 24 h | actives 0.31% (n = 410,000) | AID 624171 | Potency, µM (highest dose often 46.1 µM), for the others: at the top dose activation, hits mostly activators; note: potency is the fitted concentration of half-maximal effect; % of control where 0% means no effect; nearly all actives have a fitted effect of over 65% in size
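Nrf2 activation is followed as ARE-luciferase induction in the AREc32 line after one day of compound treatment; luminescence is read with Steady-Glo.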
Starred values were filed as active, the others as inactive; i = inactive; ? = inconclusive; nt = not tested or not shown. Unless noted, calls come from the whole dose curve; as a rule, active = well fitted curve in the direction sought with a large enough effect; inconclusive = small, poorly fitted or top-dose-only effect, or another doubt; inactive = no such curve, though single readings can be large; an effect the other way counts as inactive or inconclusive. Rows were taken by chance; 4.3% or so of the library scored in one or more.

SMILES	Nrf2 block	pAkt inh	CCT chaperon mod	TGFb inhibitor	A549 viability	HepG2 tox	Abeta rescue	Mm-Cpn inhibitor	Nrf2 ARE act
CC(C)(C)n1nnnc1C(c1ccc(C(F)(F)F)cc1)N(Cc1ccc(F)cc1)Cc1ccco1 (stereo not given)	?	i	-3.5	-26.9%	-22.5%	-20.7%	12.6%	0.9%	4.6%
COc1cc(/C=C/C(=O)O)cc(S(=O)(=O)Nc2ccccc2C(=O)NCCc2ccccc2)c1OC	?	i	2.6	21.0%	9.2%	-6.7%	12.3%	0.8%	4.3%
CC1CCCCC1NC(=O)CCCCCn1c(=S)[nH]c2ccccc2c1=O (stereo not given)	?	i	-0.4	-5.1%	0.9%	-4.2%	10.8%	0.5%	0.1%
O=C(Nc1ccn(CCCN2CCN(c3ccccn3)CC2)c(=O)n1)OCc1ccccc1	?	i	-0.6	-6.4%	11.5%	-8.4%	0.9%	nt	-0.1%
COc1ccc2oc(=O)c(/C(C)=N/Nc3ccccc3)cc2c1	-20.4%	i	1.1	-3.9%	18.4%	-14.6%	-9.5%	-28.4%	4.4%
CCOc1ccccc1NC(=O)NCCC1=CCCCC1	-3.8%	i	1.6	-24.5%	4.0%	-23.1%	2.2%	2.5%	-0.8%
O=C(O)CC(c1cccc([N+](=O)[O-])c1)N1Cc2ccccc2C1=O (stereo not given)	-8.1%	i	0.2	4.3%	-11.7%	0.7%	-14.1%	-3.3%	-0.1%
COc1ccc(Br)cc1/C=C/C(=O)Nc1c(C)cccc1C	?	i	-1.2	?	-1.6%	-2.2%	9.2%	-7.0%	3.8%
CCOc1cc2[nH]c(=S)n(CCCN3CCCC3=O)c(=O)c2cc1OCC	-7.3%	i	-1.8	-1.8%	3.4%	0.7%	18.4%	0.9%	0.3%
O=C(O)C(Cc1ccc(O)cc1)N1C(=O)c2ccccc2C1=O (stereo not given)	5.8%	i	-2.7	-2.7%	-1.6%	-0.1%	-5.2%	-1.5%	-0.7%
CCOc1ccc(NC(=O)c2nc(SCC)ncc2Cl)cc1	?	i	-1.3	-5.6%	-0.5%	-16.4%	-1.9%	1.0%	-1.1%
COc1ccc(NC(=O)C(OC(=O)Cn2cnc3c2c(=O)n(C)c(=O)n3C)c2ccccc2)cc1Cl (stereo not given)	10.5%	i	0.8	11.7%	0.5%	-5.3%	6.4%	nt	-0.2%
CCOc1ccc(N2CC(C(=O)N3CCN(C(=O)c4ccco4)CC3)CC2=O)cc1 (stereo not given)	3.5%	i	-0.5	3.3%	13.6%	7.0%	-10.0%	-16.0%	-0.7%
COC(=O)CC1SC(=O)NC1=Nc1cccc(C)c1 (stereo not given)	nt	i	-0.5	0.9%	-0.4%	49.0%	31.9%	0.7%	0.1%
Cn1cc(S(=O)(=O)NC2CCCC2)c(=O)n(C)c1=O	0.9%	i	2.9	-1.2%	2.4%	-2.1%	0.4%	-0.1%	0.0%

Three successive records already listed, for reference:
SMILES	Nrf2 block	pAkt inh	CCT chaperon mod	TGFb inhibitor	A549 viability	HepG2 tox	Abeta rescue	Mm-Cpn inhibitor	Nrf2 ARE act
CC1CCCCC1NC(=O)CCCCCn1c(=S)[nH]c2ccccc2c1=O (stereo not given)	?	i	-0.4	-5.1%	0.9%	-4.2%	10.8%	0.5%	0.1%
O=C(Nc1ccn(CCCN2CCN(c3ccccn3)CC2)c(=O)n1)OCc1ccccc1	?	i	-0.6	-6.4%	11.5%	-8.4%	0.9%	nt	-0.1%
COc1ccc2oc(=O)c(/C(C)=N/Nc3ccccc3)cc2c1	-20.4%	i	1.1	-3.9%	18.4%	-14.6%	-9.5%	-28.4%	4.4%

Other structures.
SMILES	Nrf2 block	pAkt inh	CCT chaperon mod	TGFb inhibitor	A549 viability	HepG2 tox	Abeta rescue	Mm-Cpn inhibitor	Nrf2 ARE act
O=c1c2ccccc2n(Cc2ccccc2F)c(=O)n1-c1cccc(F)c1	-14.1%	nt	nt	-14.2%	-8.1%	1.6%	1.3%	nt	-1.0%
COCCn1c(-c2ccc(Br)cc2)nc2oc3cc(OC)ccc3c(=O)c2c1=O	-1.7%	i	-2.4	2.6%	-1.6%	-1.0%	13.2%	0.9%	0.2%
Cc1ccc2ccc(S(=O)(=O)NCc3ccccn3)cc2c1	?	i	-4.1	2.9%	1.2%	-17.9%	1.1%	2.2%	3.3%
CCOC(=O)c1c(N)c(C#N)cn1-c1ccccc1	nt	i	-5.0	-4.3%	12.6%	-1.5%	-27.9%	-5.1%	3.3%
Cc1cccc(-c2ccc3c(c2)C2CC3CCN2Cc2ccc3c(c2)OCO3)c1 (stereo not given)	2.3%	i	0.9	?	-6.4%	-21.9%	-4.2%	nt	0.3%
Cc1cc(OC(C)C(=O)NCc2cccnc2)c2c(C)c(Cc3ccccc3)c(=O)oc2c1 (stereo not given)	-28.4%	i	1.1	3.2%	-2.4%	-3.7%	-5.7%	0.3%	-0.2%
CC(C)CN(C(=O)CSc1nnc(-c2cccs2)n1C1CC1)C1CCS(=O)(=O)C1 (stereo not given)	nt	i	-0.4	-3.8%	nt	10.3%	-4.6%	nt	7.4%
COC(=O)c1cccc(Nc2ncnc3ccc(C)cc23)c1	?	i	-2.4	-2.8%	-1.9%	-2.8%	-2.8%	0.3%	2.6%
Cc1nc2ccccc2c2oc(C(=O)NCCN3CCCCC3C)cc12 (stereo not given)	1.4%	i	0.5	10.8%	-16.7%	-19.0%	-11.8%	0.3%	27.7%
Cc1nc2ncnn2c(Nc2ccc3c(c2)OCO3)c1Cc1ccccc1	nt	nt	0.1	-19.0%	4.9%	-0.2%	5.2%	0.3%	0.1%
Cc1ccccc1-n1c(C)c(C#N)c(=O)c(-[n+]2ccccc2)c1[S-]	-5.7%	i	-1.3	23.5%	-1.2%	5.9%	3.8%	-1.2%	-0.4%
O=C(C1CCN(S(=O)(=O)c2cccs2)CC1)N1CCN(c2ccccc2O)CC1	-4.2%	i	-2.1	-1.0%	2.1%	-4.7%	0.6%	2.6%	2.0%
COc1nc(=O)n(C2CCCO2)cc1C (stereo not given)	16.4%	i	1.0	-14.6%	3.1%	-14.0%	-2.2%	nt	1.7%
O=C(C1CCN(C2CCN(Cc3ccc4cc(F)ccc4n3)CC2)CC1)N1CCCC1	4.9%	i	1.8	2.9%	?	-0.9%	4.3%	-0.8%	2.0%
CCSc1nnc(NC(=O)CSc2nnc(CNC(=O)c3ccc(OC)c(OC)c3)o2)s1	-0.5%	i	1.1	4.8%	-0.3%	-8.0%	21.1%	-0.4%	-0.9%
COCCC(=O)N1CCC(Oc2ccc(C(=O)N3C[C@@H](C)O[C@@H](C)C3)cc2)CC1	12.3%	i	-1.5	3.3%	10.9%	16.4%	0.0%	1.1%	-0.5%
CCN(C(=O)CSc1nc2ccccc2[nH]1)C1CCS(=O)(=O)C1 (stereo not given)	9.9%	i	-1.8	13.6%	-1.8%	5.9%	-14.1%	-0.6%	-0.2%
COc1ccc(C2=NC(c3ccncc3)=Nc3ccc(OC)cc3N2)cc1	9.6%	nt	nt	-1.7%	-8.1%	-12.4%	-1.0%	nt	5.6%
CCOc1ccc(S(=O)(=O)Nc2ccccc2C(=O)N/N=C/c2c(OC)ccc3ccccc23)cc1	-13.2%	i	-0.8	-4.1%	14.0%	4.3%	7.1%	-3.3%	2.8%
CCOc1ccc(NC(=O)CN(c2cccc(C(F)(F)F)c2)S(C)(=O)=O)cc1	?	i	-0.5	-2.9%	-10.9%	-14.2%	31.1%	3.1%	0.1%
CCOC(=O)C1=CCC(c2cccc(Cl)c2)N(S(=O)(=O)c2ccc(C)cc2)C1 (stereo not given)	nt	i	-0.3	?	nt	-22.5%	8.8%	nt	4.1%
CC(=O)c1ccc(OCc2cc(C(=O)N3CCN(C4CCCC4)C(=O)C3)no2)cc1	5.4%	i	-7.4	-0.9%	-5.2%	25.6%	5.7%	nt	3.8%
CCCC(C(=O)NNC(=O)c1ccncc1)c1ccccc1 (stereo not given)	-12.8%	i	-1.4	2.1%	2.5%	3.5%	4.4%	2.9%	-0.3%
O=C(Nc1ncn[nH]1)c1ccc(Cl)c(S(=O)(=O)N2CCCCCC2)c1	9.7%	i	-1.8	11.2%	25.0%	-6.2%	15.4%	0.5%	-0.3%
O=C(Nc1ccccc1)C1=C[C@H](C2CC2)C[C@H](OCCCCO)O1	10.3%	i	-1.2	-5.1%	5.8%	-13.4%	-12.5%	nt	0.2%
Cc1c(CCC(=O)NCC(=O)NCC(=O)O)c(=O)oc2cc3oc4c(c3cc12)CCCC4	12.1%	i	1.4	0.0%	0.5%	4.6%	-5.7%	-0.8%	-1.0%
N#CC1=C(SCC(=O)Nc2cccc3cccnc23)NC(=O)C(C#N)C12CCCCC2 (stereo not given)	-12.8%	i	-0.3	-11.8%	-7.7%	-5.4%	-1.4%	-0.1%	0.6%
COc1ccc(NC(=O)c2nc[nH]c2C(=O)NCC(=O)OC(C)(C)C)cc1	-1.7%	i	-0.9	-29.1%	-5.0%	-1.5%	30.5%	-1.3%	0.8%
CCOC(=O)C1CCCN(C(=O)c2cc3ccc(OC)cc3[nH]2)C1 (stereo not given)	?	i	-1.8	?	-5.9%	24.1%	17.6%	2.1%	1.9%
CC(=O)Nc1nnc(SCC(=O)Nc2nc(C)cs2)s1	-12.0%	i	-2.0	1.9%	-6.4%	4.9%	7.1%	3.6%	0.3%
CS(=O)(=O)Nc1ccc(C2=NN(C(=O)c3ccccc3)C(c3cccs3)C2)cc1 (stereo not given)	?	i	-1.7	-8.0%	-10.7%	-6.2%	-1.7%	0.6%	3.0%

Source: PubChem (National Center for Advancing Translational Sciences (NCATS))
